High-throughput results: PubChem, National Center for Advancing Translational Sciences (NCATS)
FLuc modulator – counter-screen for miR-21 project: firefly luciferase inhibitors or activators. purified FLuc, Km substrates, luminescence inhibition. Potency, µM (series often up to 57.5 µM), for inactives: at the highest dose activity change, negative = inhibition, most hits filed as inhibitors. 6.9% of 360,000 active. AID 588342;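 further: plate controls were vehicle for no effect and reference inhibitor for full effect; nearly all actives have a fitted effect of over 55% in size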
Target sequence (P08659 whole entry, looked up): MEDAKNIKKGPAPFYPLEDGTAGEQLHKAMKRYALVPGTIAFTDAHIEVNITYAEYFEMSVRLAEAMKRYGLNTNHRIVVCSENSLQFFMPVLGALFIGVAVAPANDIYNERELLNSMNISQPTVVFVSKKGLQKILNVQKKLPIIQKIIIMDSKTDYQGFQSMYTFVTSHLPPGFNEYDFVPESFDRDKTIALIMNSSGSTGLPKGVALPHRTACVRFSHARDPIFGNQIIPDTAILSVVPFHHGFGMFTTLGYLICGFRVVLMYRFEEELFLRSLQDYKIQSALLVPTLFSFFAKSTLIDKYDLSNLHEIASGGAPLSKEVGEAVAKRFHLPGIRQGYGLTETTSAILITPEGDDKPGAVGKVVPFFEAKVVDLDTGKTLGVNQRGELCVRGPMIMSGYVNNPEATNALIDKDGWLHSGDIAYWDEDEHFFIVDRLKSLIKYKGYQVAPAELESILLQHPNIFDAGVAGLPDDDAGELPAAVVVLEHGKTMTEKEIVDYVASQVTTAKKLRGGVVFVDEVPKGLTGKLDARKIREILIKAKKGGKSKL
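Purified P. pyralis luciferase (10nM final) with 10uM D-luciferin and 10uM ATP (Km levels) in 50mM Tris acetate pH 7.5, 10mM Mg acetate, 0.01% Tween-20, 0.05% BSA; qHTS 6-point titration, ~60 µM downward; luminescence read.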
p53 reactivator – mutant p53 re-activation in reporter cells | H1299 p53-A138V BP100-luciferase reporter, luminescence, 24 h | 0.063% of 320,000 active | Potency, µM (titrated, usually from 92.2 µM), for the others: at the highest dose activity change, positive = activation, usual class: activators; further: % of control where 0% means no effect; nearly all actives have a fitted effect of over 45% in size
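p53-null H1299 cells stably carrying temperature-sensitive p53-A138V and a BP100-luciferase reporter were pinned with compounds (4-point, 1:5 series) and held 24 hrs at 37 deg C. Luminescence was read 10 min after detection reagent.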
MBNL1-CUG inh – MBNL1-poly(CUG) RNA binding inhibition. 0.036% of 280,000 active. Potency, µM (top dose mostly 57.5 µM), inactives show top-dose activity change, negative = inhibition, actives largely listed as inhibitors. TR-FRET MBNL1-His/biotin-(CUG)12 binding, 665/545 ratio. Q9NR56; active means well fitted inhibition curve with a large enough effect in the signal ratio, with a control signal flat, not every such curve was filed as active; inconclusive means small, poorly fitted or top-dose-only effect, or effect the other way, or a change in a side signal; inactive means no such curve, though single readings can be large or run the other way; the % refers to the signal ratio; further: on the % scale 0 is the no-effect control and ±100 the full control effect
Target sequence (Q9NR56 whole entry, looked up): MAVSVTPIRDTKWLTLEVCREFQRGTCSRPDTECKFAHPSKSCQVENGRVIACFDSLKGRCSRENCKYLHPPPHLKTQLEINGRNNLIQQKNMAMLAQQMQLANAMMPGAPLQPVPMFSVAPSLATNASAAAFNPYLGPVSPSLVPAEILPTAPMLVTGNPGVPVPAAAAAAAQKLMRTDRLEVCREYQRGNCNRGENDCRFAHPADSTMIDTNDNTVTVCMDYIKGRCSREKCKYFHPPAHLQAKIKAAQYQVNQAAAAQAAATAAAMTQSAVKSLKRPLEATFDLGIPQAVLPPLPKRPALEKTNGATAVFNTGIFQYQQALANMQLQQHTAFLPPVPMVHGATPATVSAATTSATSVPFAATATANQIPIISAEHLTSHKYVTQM
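MBNL1-His + Biotin-(CUG)12, cpd titration 92 nM–58 uM; Tb anti-His Ab 0.055 ng/ul, SA-XL665 5 nM (final); 60 min RT; ratiometric 665/545 nm, Ex 340 nm; normalized to buffer and full-complex controls.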
Rab9 prom act – Rab9 promoter activation; Huh7 Rab9 promoter-luciferase reporter, luminescence, 24 h; Potency, µM (highest dose often 9.22 µM), for the others: at the top dose activation, negative = inhibition, hits mostly activators; 2.8% of 320,000 active; further: % of control where 0% means no effect; nearly all actives have a fitted effect of over 60% in size
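Rab9 promoter-driven luciferase in stably transfected Huh7 cells; 1500 cells/well rested 2 h, exposed to compound in DMSO for 24 h at 37 °C, 5% CO2. Luminescence read 10 min after adding luciferase reagent at ambient temperature.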
uPA generation – cell surface uPA generation inhibition; cell surface uPA generation assay, qHTS; Potency, µM (doses to about 38.3 µM), for the others: top-dose activity change, negative = inhibition, hits mostly inhibitors; 0.31% of 330,000 active; active means well fitted inhibition curve with a large enough effect; inconclusive means small, poorly fitted or top-dose-only effect; inactive means no such curve, though single readings can be large or run the other way; tested in mouse RAW 264.7 cells; further: on the % scale 0 is the no-effect control and ±100 the full control effect; nearly all actives have a fitted effect of over 55% in size
ELG1 genotox – genotoxicity induction in ELG1-luciferase HEK293T cells; HEK293T ELG1-luciferase reporter, luminescence, 16 h; Potency, µM (highest dose often 46 µM), inactives show top-dose activity change, positive = activation, hits mostly activators; 1.3% of 330,000 active; AID 504466; further: % of control where 0% means no effect; nearly all actives have a fitted effect of over 60% in size
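Cells (2,000/well) expressing the ELG1-luciferase fusion are dosed by pin tool and kept 16 hr at 37 °C, 5% CO2. Signal comes from ONE-Glo luciferase reagent after 30 min at room temperature.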
RORg inh – inhibitors of mouse ROR gamma transcriptional activity; Drosophila S2 Gal4-RORgamma UAS-luciferase reporter, 20 h; AID 2551; Potency, µM (top dose mostly 53.6 µM), inactives show at the top dose activity change, negative = inhibition, usual class: inhibitors; 5.4% of 310,000 active; further: on the % scale 0 is the no-effect control and ±100 the full control effect; nearly all actives have a fitted effect of over 60% in size
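Drosophila Schneider cells stably carrying a metallothionein-driven Gal4 DBD–ROR gamma fusion and a UAS-Photinus luciferase reporter were exposed to compound for 1 hr, then induced with copper sulfate (700 uM final) for 20 hr at ambient temperature before luminescence reading.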
BRCA1 expr up – increases BRCA1 expression; Potency, µM (highest dose often 46.1 µM), inactives show at the top dose activation, actives largely listed as activators; 1.1% of 380,000 active; AID 624202; MCF7-BRCA1-FFLuc reporter, luminescence, 48 h; response scale: scaled: vehicle 0%, 10 µM genistein 100%; further: nearly all actives have a fitted effect of over 80% in size; some results filed as inactive show a strong effect at the top dose
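Quantitative HTS in MCF7 cells stably reporting BRCA1 expression via firefly luciferase. Compound treatment lasts 48 h at 37 °C in phenol-red free MEM. Activation is expressed relative to genistein at 10 microM and DMSO.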
NPC1 promoter act – activators of NPC1 promoter. Huh7 NPC1 promoter luciferase reporter, 24 h. 2.4% of 320,000 active. Potency, µM (titrated, usually from 9.22 µM), for the others: at the top dose activation, most hits filed as activators. AID 485313;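 further: % of control where 0% means no effect; nearly all actives have a fitted effect of over 60% in size; reporter is driven by a mutant NPC1 promoter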
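NPC1 promoter–luciferase Huh7 cells; 24 h compound; luminescence.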
VP16 counter – Gal4-VP16 reporter inhibition counter-screen; Drosophila S2 Gal4-VP16 UAS-luciferase, luminescence, 20 h; Potency, µM (highest dose often 53.6 µM), for the others: at the top dose activity, negative = inhibition, actives largely listed as inhibitors; 3.5% of 310,000 active; AID 2546;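 further: Gal4-VP16 expression switched on by copper sulfate through the metallothionein promoter; on the % scale 0 is the no-effect control and ±100 the full control effect; nearly all actives have a fitted effect of over 50% in size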
* = called active by the depositor; u = inconclusive; x = not tested or not shown; & = joins results of further samples; [ ] = dose if it differs, or a comment. Unless noted, the call rests on the fitted dose curve; in most records, active means well fitted curve in the direction sought with a large enough effect; inconclusive means small, poorly fitted or top-dose-only effect, or another doubt; inactive means no such curve, though single readings can be large; an effect the other way counts as inactive or inconclusive. Potency means the concentration at half of the fitted maximal effect.

Every second line gives: FLuc modulator, p53 reactivator, MBNL1-CUG inh, Rab9 prom act, uPA generation, ELG1 genotox, RORg inh, BRCA1 expr up, NPC1 promoter act, VP16 counter
CCc1nc2ccc(C(=O)N(C)CC(=O)Nc3ccc(Cl)c(C(F)(F)F)c3)cc2nc1CC
 : -3%, -1%, x, -4%, 2%, -10%, x, -81%, -3%, x
COc1cccc(CNC(=O)COC(=O)c2c(NC(C)=O)sc(C)c2C)c1
 : x, -6%, x, x, -1%, -3%, x, 21%, x, x
CCCc1cc(SCC(=O)Nc2c(C)n(C)n(-c3ccccc3)c2=O)n2c(nc3ccccc32)c1C#N
 : -14%, 16%, 22%, 4%, 0%, -3%, u, -4%, -1%, -5%
CC(C)Cn1c(N)c(C(=O)CSc2nncs2)c(=O)n(C)c1=O
 : 4%, 2%, x, -10%, 11%, -2%, x, 8%, 6%, x
Cc1cc(C(=O)OCC(=O)NCc2ccccc2)c(C)o1
 : 0%, 16%, -4%, 0%, 3%, 3%, 28%, 10%, -1%, -5%
C1CCN=C(Nc2nc3c(s2)CCCC3)CC1
 : u, u, -6%, u, -3%, 11%, u, u, u, 20%
O=c1c2c([nH]c3ccccc13)C(=C1CCCC1)CC2
 : 0%, 15%, u, -3%, 1%, -4%, 18%, -1%, 1%, 1%
CC(=O)c1cc(C#N)c(NCc2cc(-c3ccccc3)no2)nc1C
 : -2%, -5%, -5%, 3%, -18%, 2%, 8%, 8%, -2%, -2%
Cc1ccc(-n2c(=O)[nH]c3c(oc4ccccc43)c2=O)cc1
 : u, 12%, 2%, 2%, 4%, 4%, 5%, 4%, 5%, -3%
CC1CN(C)CCC1OC(=O)c1ccccc1 (stereo not drawn)
 : 0%, x, -3%, 0%, 2%, 0%, 0%, 4%, 0%, 0%
COC(=O)c1cccc(S(=O)(=O)N2CCC(NC(=O)NC34CC5CC(CC(C5)C3)C4)CC2)c1
 : -2%, 14%, 5%, 1%, 5%, -10%, u, -32%, -2%, 2%
Cn1c(N)c(C(=O)COC(=O)c2cc(S(=O)(=O)N3CCCCC3)ccc2Cl)c(=O)n(C)c1=O
 : -3%, -9%, -6%, -7%, -3%, 0%, 31%, -43%, 0%, -1%
CCOc1ccc(S(=O)(=O)Nc2ccccc2C(=O)NCc2ccco2)cc1
 : -2%, -13%, -11%, 13%, 1%, -5%, u, -19%, 6%, u
CN(C)/C=N/c1nc2nccc(-c3cccs3)n2n1
 : 4%, -3%, u, -7%, -1%, -3%, 4%, -4%, -7%, 5%
CCCCC1=CC2=CC(=O)C(C)(OC(=O)CC)C(=O)C2=CN1Cc1ccco1 (stereo not drawn)
 : 6%, -1%, u, -1%, -14%, 1%, -4%, 9%, -1%, -1%
C=CCN(CC(=O)O)S(=O)(=O)c1ccccc1C(F)(F)F
 : -3%, 3%, 2%, u, -5%, 0%, 29%, 0%, -7%, 0%
CCC1CCCCN1CCCNC(=O)CN1C(=O)c2cccnc2Oc2ccc(C)cc21 (stereo not drawn)
 : 6%&2%, 1%, -2%, -4%, 6%, 4%, -5%, 0%, -4%, -10%
CCc1cc(-c2n[nH]c(C)c2-c2nc3ccccc3n2C)c(O)c(CN2CCN(C)CC2)c1O
 : 1%, 7%, -6%, -11%, -20%, 7%, 11%, -3%, 11%, -4%
O=C(Oc1ccc(NC2=NS(=O)(=O)c3ccccc32)cc1)c1cccnc1
 : -4%, 7%, -5%, -1%, 2%, 0%, 30%, -28%, -7%, 5%
O=C(OCCCOC(=O)c1ccccc1O)c1ccccc1O
 : 4%, -8%, -2%, 8%, x, -5%, 34%, x, 1%, -13%
CCOc1ccc(NC(=O)CSc2nc3[nH]ncc3c(=O)[nH]2)cc1
 : -17%, 3%, x, 0%, -7%, -7%, x, 1%, -2%, x
CCC(=O)Nc1ccc(C(=O)OCC(=O)c2ccc(C)c([N+](=O)[O-])c2)cc1
 : -1%, -4%, 17%, -8%, -2%, -2%, -17%, -47%, -3%, -20%
Cc1nc2ncnn2c(N2CCN(C(c3ccccc3)c3ccccc3)CC2)c1C
 : 3%, x, 9%, x, x, x, u, -10%, x, 21%
N#Cc1ccc(CSc2nnc(NC(=O)C3CCCO3)s2)cc1 (stereo not drawn)
 : 1%, 0%, 6%, 0%, -1%, -10%, 20%, -4%, -2%, -8%
Cc1ccc(Cn2cnc3ccccc32)cc1C
 : -19%, 3%, -15%, -2%, -5%, u, 10µM*, -16%, 0%, u
CC(C)N(C(=O)[C@H]1CC(CC(=O)NCc2cccc(C(F)(F)F)c2)C(=O)N2CCc3c([nH]c4ccccc34)[C@]12C)C(C)C (stereo partly drawn)
 : x, -10%, x, x, u, -9%, x, -51%, x, x
O=c1nc(Nc2ccc(Br)cc2)sc2ccc([N+](=O)[O-])cc12
 : -13%, 20%, -1%, 0%, -9%, -2%, 11%, -14%, 8%, 2%
C[C@@H]1NC(=O)c2cc([N+](=O)[O-])cc(I)c2NCC[C@@H](C(N)=O)NC(=O)[C@H](CC(N)=O)NC1=O
 : 1%, 14%, u, -1%, 7%, 0%, -10%, 1%, 0%, 3%
CC(C)NCCOCCOc1ccc(Cl)cc1Br
 : 3%, -9%, 6%, 1%, 10%, 0%, -8%, -44%, -2%, 1%
O=C(COc1ccc(Cl)cc1)N1CCN(c2ccc([N+](=O)[O-])c(N3CCCCC3)c2)CC1
 : 3%, 6%, u, 12%, -2%, -4%, 39%, -19%, 0%, -7%
CN(C)C(CNC(=O)CCNS(=O)(=O)c1ccccc1C(F)(F)F)c1ccccc1 (stereo not drawn)
 : 3%, 6%, x, 3%, 17%, -3%, x, -1%, 5%, x
CCOC(=O)CN1C(=O)C(O)(CC(=O)c2ccccn2)c2ccccc21 (stereo not drawn)
 : 1%, 21%, -6%, 1%, -1%, -1%, -1%, -7%, 1%, -1%
CSc1cccc(NC(=O)CN(C2CCCCC2)S(C)(=O)=O)c1
 : 6%, -8%, 10%, 2%, 5%, -3%, -11%, -12%, -3%, -5%
Cc1ccccc1C(=O)N1CCC(C(=O)N(C)CCOc2ccccc2)CC1
 : 4%, -4%, -4%, 4%, -8%, -3%, 14%, -25%, -4%, 2%
Nc1ccc(Oc2ccc(F)cc2)nc1
 : 4%, -2%, -2%, -6%, -6%, -1%, 1%, 3%, 2%, -4%
Cc1cc2oc(C(=O)N(Cc3ccc(N(C)C)cc3)CC3CCCO3)c(C)c2cc1C (stereo not drawn)
 : -2%&3%, 12%, -2%, -4%, -4%, 0%, 6%, -57%, -9%, -11%
COCCCn1c(C(=O)N2CC(C)OC(C)C2)cc2c(=O)n3ccccc3nc21 (stereo not drawn)
 : 6%, -13%, u, 0%, -2%, -7%, -1%, -1%, -1%, -10%
COc1cc2c(cc1OC)C1=C(C#N)COCN1CC2
 : 7%, -4%, 9%, -2%, -3%, -2%, -22%, 8%, -2%, 2%
COc1ccc(NS(=O)(=O)c2ccc(S(=O)(=O)N3CCCC3)cc2)cc1
 : 1%, -5%, 1%, -2%, -4%, -5%, 32%, -28%, 0%, -26%
Cc1cnc(NC(=O)c2c(Cl)cnn2C)s1
 : 1%, 4%, 0%, -2%, 3%, 5%, u, 5%, -4%, u
COc1ccc(C(=O)NNC2=Nc3cccc4cccc2c34)cc1
 : -7%, -2%, 1%, 17%, -10%, 3%, 0.56µM*, -46%, 10%, u
O=C(Nc1nc2ccccc2n1Cc1ccccc1)c1ccc(COc2ccccc2[N+](=O)[O-])o1
 : -2%, 2%, -17%, -1%, x, 11%, u, -73%, -2%, u
CC(C(=O)O)n1nc(-c2ccccc2)c2ccccc21 (stereo not drawn)
 : 5%, 1%, 3%, -5%, -1%, 0%, 3%, 5%, 2%, -2%
O=C(CCNC(=O)c1ccc(Br)cc1)Nc1ccc(S(=O)(=O)N2CCCCC2)cc1
 : 2%, -9%, x, -3%, 0%, 6%, x, -3%, 0%, x
COc1cc(CNc2ccc(CNc3ncn[nH]3)cc2)ccc1OCC(=O)NC(C)(C)C
 : 3%, 14%, 2%, -9%, -4%, -9%, 40%, -32%, 0%, -3%
CS(=O)(=O)N1CCN(CC(=O)NC2CCCCC2)CC1
 : -2%, -2%, 4%, -3%, 0%, 0%, -3%, -20%, 0%, 7%
Cc1cc(C)c(S(=O)(=O)N2CCN(S(=O)(=O)N3CCOCC3)CC2)c(C)c1
 : 0%, -4%, -8%, -5%, -8%, -4%, 13%, 4%, -2%, 0%
O=C(COC(=O)/C=C/c1cnc2ccccc2n1)NCC(F)(F)F
 : 3%, u, 8%, -6%, -4%, 6%, 23%, -16%, -2%, 12%
C=CCn1c(=O)c(C(=O)Nc2ccccc2O)c(O)c2ccccc21
 : u, -2%, 1%, 7%, 0%, 1%, -11%, -36%, 2%, -15%
Cc1ccc(C(=O)NCC(=O)N2CCC3(CC2)NCCc2[nH]cnc23)cc1C
 : 0%, -3%, -3%, -2%, 2%, 3%, -21%, 13%, -1%, 5%
O=C(O)c1cccc(N2C(=O)c3ccc(C(=O)c4cccc([N+](=O)[O-])c4)cc3C2=O)c1
 : 1%, 1%, u, -6%, 4%, -2%, -24%, -3%, 17%, -4%
COc1ccc(CCNC(=O)/C=C/C(=O)O)cc1
 : -16%, 0%, -4%, 13%, -6%, -1%, 25%, 17%, 0%, -3%[10 µM]
CCOC(=O)c1c(NC(=O)COC(=O)c2ccccn2)sc(C)c1C
 : 7%, 6%, x, 0%, 6%, -4%, x, 9%, 0%, x
